TGFb SMAD3 inh = qHTS for Inhibitors of TGF-b | 1.2% of 410,000 active | HepG2 CAGA-GFP TGF-b/SMAD3 reporter, GFP fluorescence, 18 h; TGF-beta stimulated, 500 pg/mL final | Potency, µM (top dose mostly 46.1 µM), without a hit: at the highest dose activity, negative = inhibition, usual class: inhibitors; also: % is scaled to controls: 0 for no effect and ±100 for the full control effect; nearly all actives have a fitted effect of over 65% in size
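HEPG2 CAGA-GFP reporter cells (1000/well, DMEM with 1% FBS) received compounds, then recombinant TGF-beta at 500 pg/mL final for 18 hours at 37 degrees C. Per-cell GFP summed per well was normalised to unstimulated and stimulated DMSO controls before curve fitting.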
ATXN2 expr inh = Primary qHTS for Inhibitors of ATXN expression; HEK-293 ATXN2-luciferase reporter, luminescence, 24 h; Potency, µM (doses to about 57 µM), for inactives: at the highest dose activity change, negative = inhibition, actives largely listed as inhibitors; 0.72% of 360,000 active; also: % is scaled to controls: 0 for no effect and ±100 for the full control effect; nearly all actives have a fitted effect of over 55% in size
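qHTS (up to 57 uM final) was run with 24 h compound exposure of reporter cells at 37 °C. Each well was multiplexed: SteadyGlo luminescence measured ATXN2-luciferase expression after a fluorogenic Gly-Phe-AFC viability readout (25 uM final).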
Nrf2 ARE act = qHTS of Nrf2 Activators; AREc32 ARE-luciferase reporter (MCF7-derived line), luminescence, 24 h; Potency, µM (doses to about 46.1 µM), inactives show at the top dose activation, hits mostly activators; 0.31% of 410,000 active; AID 624171, 2012; also: % of control where 0% means no effect; nearly all actives have a fitted effect of over 65% in size
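For detection, Steady-Glo was added and plates sat 30 min at RT; before that, AREc32_Fluc cells grown overnight in OPTI-MEM/5% FBS had been treated with 23 nL compound for 24 hr at 37 deg C.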
EPAC2 antag = qHTS for Antagonist of cAMP-regulated guanine nucleotide exchange factor 2 (EPAC2): primary screen; Rap guanine nucleotide exchange factor 4 (Homo sapiens), Q8WZA2; EPAC2 GEF exchange of Rap1B-BODIPY-GDP, fluorescence; Potency, µM (top dose mostly 114 µM), inactives show at the top dose activity, negative = inhibition, most hits filed as inhibitors; 0.18% of 360,000 active; AID 720708, 2013; also: % is scaled to controls: 0 for no effect and ±100 for the full control effect; nearly all actives have a fitted effect of over 45% in size; many of its hits are not listed in these tables
Target sequence (Q8WZA2 whole entry, looked up): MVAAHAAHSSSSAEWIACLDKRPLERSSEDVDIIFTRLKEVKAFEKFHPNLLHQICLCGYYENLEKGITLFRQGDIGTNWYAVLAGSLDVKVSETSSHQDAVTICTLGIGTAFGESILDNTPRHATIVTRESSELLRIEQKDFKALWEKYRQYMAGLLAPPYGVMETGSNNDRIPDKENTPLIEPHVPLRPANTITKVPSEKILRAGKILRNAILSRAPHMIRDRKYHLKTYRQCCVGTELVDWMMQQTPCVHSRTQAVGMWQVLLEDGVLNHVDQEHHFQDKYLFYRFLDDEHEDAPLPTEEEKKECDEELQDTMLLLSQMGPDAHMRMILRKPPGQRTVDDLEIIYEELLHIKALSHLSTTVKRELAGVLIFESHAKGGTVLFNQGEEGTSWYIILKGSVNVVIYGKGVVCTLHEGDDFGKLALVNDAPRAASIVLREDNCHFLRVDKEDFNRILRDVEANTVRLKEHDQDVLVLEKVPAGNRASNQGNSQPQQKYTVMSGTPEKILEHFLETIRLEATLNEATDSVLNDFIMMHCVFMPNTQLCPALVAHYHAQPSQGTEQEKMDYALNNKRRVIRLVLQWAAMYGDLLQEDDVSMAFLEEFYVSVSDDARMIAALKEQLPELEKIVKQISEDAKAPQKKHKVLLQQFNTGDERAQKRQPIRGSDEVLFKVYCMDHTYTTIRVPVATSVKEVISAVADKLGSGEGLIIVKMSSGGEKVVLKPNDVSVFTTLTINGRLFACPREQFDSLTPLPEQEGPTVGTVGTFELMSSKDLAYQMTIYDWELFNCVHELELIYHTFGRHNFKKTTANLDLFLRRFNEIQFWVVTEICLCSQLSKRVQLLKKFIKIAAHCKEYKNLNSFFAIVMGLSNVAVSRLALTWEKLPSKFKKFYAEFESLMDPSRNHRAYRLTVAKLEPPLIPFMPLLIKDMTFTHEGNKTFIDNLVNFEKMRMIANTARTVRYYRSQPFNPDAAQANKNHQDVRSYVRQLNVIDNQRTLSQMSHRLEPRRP
A549 viability = Nrf2 qHTS screen for inhibitors: counterscreen for cytotoxicity; Potency, µM (series often up to 46 µM), inactives show top-dose activity change, negative = cytotoxicity, actives largely listed as inhibitors; AID 504648, 2011; A549 ARE-Fluc cells, CellTiter-Fluor viability, 18-24 h; 0.16% of 390,000 active; also: % is scaled to controls: 0 for no effect and ±100 for the full control effect
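A549 ARE_Fluc cells in 5% FBS OPTI-MEM were exposed to compounds in concentration-response for 18-24 h at 37 deg C. Viability was read by CellTiter-Fluor fluorescence (Ex 405/Em 525) after 30 min, before the luciferase read.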
Nrf2 inh = Nrf2 qHTS screen for inhibitors; Potency, µM (highest dose often 46 µM), for inactives: at the highest dose activity change, negative = inhibition, actives largely listed as inhibitors; 2.1% of 360,000 active; A549 ARE-Fluc reporter, luciferase luminescence, 18-24 h; also: % is scaled to controls: 0 for no effect and ±100 for the full control effect; nearly all actives have a fitted effect of over 60% in size
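A549 ARE_Fluc cells, 5000/well, 5% FBS OPTI-MEM; compounds in dose-response, 18-24 h at 37 °C/5% CO2; CellTiter-Fluor viability read (Ex 405/Em 525), then BugLite luciferase luminescence = Nrf2 activity.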
MCF10A rereplic = A quantitative high throughput screen for small molecules that induce DNA re-replication in MCF 10a normal breast cells. Potency, µM (doses to about 46.1 µM), for inactives: at the top dose activity, positive = re-replication, most hits filed as activators. MCF 10A DNA re-replication, Hoechst nuclear intensity, 48 h. 2.9% of 350,000 active; also: % of control where 0% means no effect; nearly all actives have a fitted effect of over 50% in size
HepG2 tox = qHTS for Inhibitors of TGF-b: Cytotox Counterscreen. HepG2 CAGA-GFP viability, ATP luminescence, 18 h. Potency, µM (titrated, usually from 46.1 µM), without a hit: top-dose activity change, negative = cytotoxicity, most hits filed as cytotoxic. 0.76% of 410,000 active. AID 588856, 2011; also: some results filed as inactive show a strong effect at the top dose
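HepG2 CAGA-GFP cells (1000/well, DMEM with 1% FBS) received compound, then TGF-beta at 500 pg/mL final, and were incubated 18 hours at 37 degrees C. Viability was read by CellTiter-Glo luminescence. Media-only wells were set as complete cell-killing and DMSO as no toxicity.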
ATXN viability = Viability Counterscreen for Primary qHTS for Inhibitors of ATXN expression; S2 cells (HEK-293 line with an ATXN2-luciferase reporter) viability, CellTiter-Fluor protease fluorescence, 24 h; Potency, µM (highest dose often 56.7 µM), actives largely listed as cytotoxic; 0.49% of 400,000 active; AID 651635, 2014; also: nearly all actives have a fitted effect of over 40% in size
* hit, by the source's call; [ ] = remark or other dose. Calls follow the shape of the dose curve; as a rule, active = well fitted curve in the direction sought with a large enough effect; inconclusive = small, poorly fitted or top-dose-only effect, or another doubt; inactive = no such curve, though single readings can be large; an effect the other way counts as inactive or inconclusive. Potency is read from the fitted curve at half-maximal effect.

COC(=O)c1ccccc1S(=O)(=O)N1CCC(NC(=O)C(Cc2cccc(OC)c2OC)NC(C)=O)CC1 (stereo not drawn) was read as TGFb SMAD3 inh 10%, ATXN2 expr inh -3%, Nrf2 ARE act -0.8%, EPAC2 antag 6%, A549 viability 0%, Nrf2 inh 2%, MCF10A rereplic -2%, HepG2 tox 1% and ATXN viability inactive.
For O=C(Nc1ccccc1N1CCCC1)c1ccc(Cl)c(S(=O)(=O)N2CCOCC2)c1 the results were TGFb SMAD3 inh -29%, ATXN2 expr inh -2%, Nrf2 ARE act 0.2%, EPAC2 antag -9%, A549 viability 0%, Nrf2 inh -21%, MCF10A rereplic inconclusive, HepG2 tox -12% and ATXN viability inactive.
For O=C(CCc1c[nH]c2ccccc12)N=Nc1c(O)[nH]c2ccccc12 the results were TGFb SMAD3 inh 0%, ATXN2 expr inh 0%, Nrf2 ARE act 5.4%, EPAC2 antag -3%, A549 viability -9%, Nrf2 inh -4%, MCF10A rereplic 1%, HepG2 tox 4% and ATXN viability inactive.
`O=C(CSC(=S)N1CCCCC1)Nc1ncc2c(n1)CC(c1ccco1)CC2=O` (stereo not drawn) gave TGFb SMAD3 inh 22%, ATXN2 expr inh -7%, Nrf2 ARE act 9.1%, EPAC2 antag 4%, A549 viability -1%, Nrf2 inh -14%, MCF10A rereplic 0%, HepG2 tox -3% and ATXN viability inactive.
`CC(=NC1CCCC1)c1c(C)[nH]n(-c2nc3ccccc3s2)c1=O` gave TGFb SMAD3 inh 8%, ATXN2 expr inh 7%, Nrf2 ARE act -1.4%, EPAC2 antag -1%, A549 viability -1%, Nrf2 inh inconclusive, MCF10A rereplic 17%, HepG2 tox -35% and ATXN viability inactive.
Cc1nc2[nH]onc2c2nccc(=O)c12 was read as TGFb SMAD3 inh 1%, ATXN2 expr inh 1%, Nrf2 ARE act 0.0%, EPAC2 antag -5%, A549 viability -11%, Nrf2 inh -15%, MCF10A rereplic -2%, HepG2 tox -8% and ATXN viability inactive.
Screening CCN(CC)S(=O)(=O)c1ccc(C)c(NC(=O)CN2CCN(Cc3ccccc3)CC2)c1 returned TGFb SMAD3 inh inconclusive, Nrf2 ARE act 0.3%, EPAC2 antag -1%, A549 viability -13%, Nrf2 inh -25%, MCF10A rereplic 5%, HepG2 tox -26% and ATXN viability inactive.
CCCn1c(CCC(=O)Nc2cc(OC)cc(OC)c2)nc2cccnc21 was read as TGFb SMAD3 inh 32%[activator], ATXN2 expr inh -9%, Nrf2 ARE act -0.9%, A549 viability 9%, Nrf2 inh -4%, HepG2 tox -5% and ATXN viability inactive.
Screening CCOC(=O)c1cnc2ccc(OC)cc2c1NCCN1CCOCC1 returned TGFb SMAD3 inh -16%, Nrf2 ARE act 5.0%, EPAC2 antag 5%, A549 viability 3%, Nrf2 inh 9%, MCF10A rereplic -1%, HepG2 tox -4% and ATXN viability inactive.
CCOC(=O)CSc1nnc(-c2ccccc2OC)o1 was read as TGFb SMAD3 inh -14%, ATXN2 expr inh -3%, Nrf2 ARE act -0.3%, EPAC2 antag 6%, A549 viability 0%, Nrf2 inh -6%, MCF10A rereplic 13%, HepG2 tox 1% and ATXN viability inactive.
Cc1cc(-c2ccc3c(c2)COc2c4ccccc4nn2-3)on1 was read as TGFb SMAD3 inh 0%, ATXN2 expr inh 46%[activator], Nrf2 ARE act 0.5%, EPAC2 antag 6%, A549 viability 0%, Nrf2 inh inconclusive, MCF10A rereplic -2%, HepG2 tox -24% and ATXN viability inactive.
Screening Cc1ccc(-c2nc3ccsc3c(=O)o2)cc1 returned TGFb SMAD3 inh 1%, ATXN2 expr inh 13%, Nrf2 ARE act 2.0%, EPAC2 antag 1%, A549 viability 2%, Nrf2 inh 11%, MCF10A rereplic 0%, HepG2 tox -15% and ATXN viability inactive.
`CCCCC(C)n1[nH]c(=O)c2c(C)cc(C)nc21` (stereo not drawn) gave TGFb SMAD3 inh -7%, ATXN2 expr inh -3%, Nrf2 ARE act 4.3%, EPAC2 antag inconclusive, A549 viability 3%, Nrf2 inh -3%, MCF10A rereplic inconclusive, HepG2 tox -17% and ATXN viability inactive.
O=c1cc(-c2ccc(F)cc2)nc(SCc2nc(-c3cccc(C(F)(F)F)c3)no2)[nH]1 was read as TGFb SMAD3 inh 1%, Nrf2 ARE act -0.1%, A549 viability 5% and HepG2 tox 5%.
Screening O=C(N/N=C1/CCc2ccccc21)C1CC1 returned TGFb SMAD3 inh -7%, ATXN2 expr inh -4%, Nrf2 ARE act 5.8%, EPAC2 antag 2%, A549 viability 9%, Nrf2 inh inconclusive, MCF10A rereplic 8%, HepG2 tox 3% and ATXN viability inactive.
Screening CCOC(=O)N1CCN(C(=O)c2ccccc2-c2ccccc2)CC1 returned TGFb SMAD3 inh -20%, ATXN2 expr inh -15%, Nrf2 ARE act -0.7%, EPAC2 antag 11%, A549 viability inconclusive, Nrf2 inh -15%, MCF10A rereplic 8.2µM*, HepG2 tox 2% and ATXN viability inconclusive.
For CCn1cc(CN2CCN(CC(C)(C)C)C(CCO)C2)c2ccccc21 (stereo not drawn) the results were TGFb SMAD3 inh -12%, Nrf2 ARE act -0.2%, EPAC2 antag 6%, A549 viability -3%, Nrf2 inh 1%, MCF10A rereplic 0%, HepG2 tox -63% and ATXN viability inactive.
Screening Cc1c(C(=O)N2CCc3ccccc32)oc2ccccc12 returned TGFb SMAD3 inh inconclusive, ATXN2 expr inh 124%[activator], Nrf2 ARE act 11%, EPAC2 antag -10%, A549 viability -2%, Nrf2 inh inconclusive, MCF10A rereplic 3%, HepG2 tox -8% and ATXN viability inactive.
For COc1ccc(C(CNC(=O)c2ccc(Br)o2)N2CCN(C)CC2)cc1 (stereo not drawn) the results were TGFb SMAD3 inh 7%, ATXN2 expr inh -5%, Nrf2 ARE act 0.1%, EPAC2 antag 6%, A549 viability -8%, Nrf2 inh -6%, MCF10A rereplic -2%, HepG2 tox -13% and ATXN viability inactive.
`O=C(CCCCl)OCc1cn(-c2ccc(Cl)cc2)nn1` gave TGFb SMAD3 inh -33%, ATXN2 expr inh -7%[11.3 µM], Nrf2 ARE act 0.3%, EPAC2 antag 1%, A549 viability -3%, Nrf2 inh 1%, MCF10A rereplic -2%, HepG2 tox 5% and ATXN viability inactive.
`O=C(COC(=O)c1cc(Cl)ccc1[N+](=O)[O-])NC1CC1` gave TGFb SMAD3 inh -3%, ATXN2 expr inh 8%, Nrf2 ARE act -0.8%, EPAC2 antag 4%, A549 viability 0%, Nrf2 inh -1%, MCF10A rereplic 0%, HepG2 tox 12% and ATXN viability inactive.
For CCc1ccc(C(C)NC(=S)NCc2ccc(F)cc2)cc1 (stereo not drawn) the results were TGFb SMAD3 inh inconclusive, ATXN2 expr inh -36%, Nrf2 ARE act -0.4%, EPAC2 antag -26%, A549 viability 3%, Nrf2 inh -24%, MCF10A rereplic 26µM*, HepG2 tox -26% and ATXN viability inactive.
Screening COCCCNc1ccn2nc(-c3ccc(OCc4ccccc4)cc3)cc2n1 returned TGFb SMAD3 inh 0%, ATXN2 expr inh -9%, Nrf2 ARE act 4.6%, EPAC2 antag 17%, HepG2 tox -49% and ATXN viability inconclusive.
Screening Cc1ccc2nsnc2c1S(=O)(=O)NCc1ccc2c(c1)OCO2 returned TGFb SMAD3 inh inconclusive, ATXN2 expr inh -2%, Nrf2 ARE act 0.0%, EPAC2 antag 7%, Nrf2 inh inconclusive, MCF10A rereplic 11%, HepG2 tox 8% and ATXN viability inactive.
Screening CC(=O)Oc1ccc2c(c1)C(=O)CCCCCC(=O)O2 returned TGFb SMAD3 inh -22%, Nrf2 ARE act 14%, EPAC2 antag 18%, HepG2 tox -45% and ATXN viability inactive.
COC(=O)c1cc(NC(=O)c2ccc(C)cc2)c(=O)oc1C was read as TGFb SMAD3 inh -4%, ATXN2 expr inh 12%, Nrf2 ARE act 2.3%, EPAC2 antag 4%, A549 viability -2%, Nrf2 inh inconclusive, MCF10A rereplic 4%, HepG2 tox -21% and ATXN viability inactive.
`Cc1ccc(NC(=O)c2cc(-c3ccc4c(c3)OCO4)on2)cc1C` gave TGFb SMAD3 inh -13%, ATXN2 expr inh -7%, Nrf2 ARE act 2.1%, EPAC2 antag -10%, A549 viability 2%, Nrf2 inh 16%, MCF10A rereplic 8%, HepG2 tox -3% and ATXN viability inactive.
Screening Cn1c(N)c(C(=O)COC(=O)c2cc(C3CC3)nc3ccccc23)c(=O)n(C)c1=O returned TGFb SMAD3 inh 0%, ATXN2 expr inh 0%, Nrf2 ARE act -0.1%, EPAC2 antag -6%, A549 viability 1%, Nrf2 inh -11%, MCF10A rereplic inconclusive, HepG2 tox -11% and ATXN viability inactive.
`COc1ccc(OC(C)C(=O)Nc2cccc(OC)c2)cc1` (stereo not drawn) gave TGFb SMAD3 inh -7%, ATXN2 expr inh -2%, Nrf2 ARE act 2.0%, EPAC2 antag -1%, A549 viability -3%, Nrf2 inh inconclusive, MCF10A rereplic 0%, HepG2 tox 8% and ATXN viability inactive.
`COc1cc2c(cc1OC)/C(=C/C(=O)c1ccccc1F)NCC2` gave TGFb SMAD3 inh 0%, ATXN2 expr inh -3%, Nrf2 ARE act 4.6%, EPAC2 antag -20%, A549 viability -14%, Nrf2 inh -28%, MCF10A rereplic 21%, HepG2 tox -37% and ATXN viability inactive.
For CC(C)n1c(N2CCN(C(=O)NCc3ccccc3)CC2)nc2ccccc21 the results were TGFb SMAD3 inh 1%, ATXN2 expr inh -5%, Nrf2 ARE act -0.7%, EPAC2 antag -1%, A549 viability 4%, Nrf2 inh -15%, MCF10A rereplic -2%, HepG2 tox -13% and ATXN viability inactive.

This is a subset; the hit share may differ from the screen's.
